inhibitors of VEEV – inhibitors of VEEV TC-83 cytopathic effect, confirmation, Vero cells (AID 588727) | Vero cells, VEEV TC-83 cytopathic effect inhibition; higher % means a stronger effect | inhibition, % at 20 µM, or IC50 in µM where a hit was titrated | 350,000 compounds, 0.13% hits; in the data active means a potency from the dose series; inconclusive means inhibition mostly from about 14% at the one dose, without a potency; inactive means the rest, 99 in 100 with inhibition below about 12%; further: strong numbers were not always called active
H1N1 NS1A inhibition – H1N1 influenza NS1A inhibitors, functional cell based assay (AID 504329) | NS1A functional cell-based assay, percent inhibition; higher % means a stronger effect | inhibition, % at 12.5 µM; hits with a dose series show IC50 in µM | 340,000 compounds, 0.3% hits; in the data active means a potency from the dose series; inconclusive means inhibition above about 27% without an active follow-up result; further: strong numbers were not always called active
M. tuberculosis HTS – M. tuberculosis growth inhibition, HTS (AID 449762). M. tuberculosis H37Rv growth inhibition, 7H9 media; higher % means a stronger effect. inhibition, % at 25 µM, or IC50 in µM where a hit was titrated. 330,000 compounds, 0.59% hits; in the data active means a potency from the dose series; inconclusive means inhibition above about 70% without an active follow-up result;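 further: bacterial growth assessed after seven days of incubation; strong numbers were not always called active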
Salmonella PhoP GFP – PhoP regulon inhibitors, Salmonella typhi PhoP promoter GFP reporter, confirmatory (AID 1850) | Salmonella Typhi PhoP-promoter GFP reporter, fluorescence, 4 h; higher % means a stronger effect | one-dose inhibition, % at 50 µM; IC50 in µM for titrated hits | 310,000 compounds, 0.33% hits; in the data active means a potency from the dose series; inconclusive means inhibition mostly from about 25% at the one dose, without a potency; inactive means the rest, 99 in 100 with inhibition below about 19%;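 further: 0% = induced wells with vehicle and 100% = uninduced wells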
tuberculosis growth – growth inhibition of non-replicating M. tuberculosis (AID 488890). 320,000 compounds, 0.39% hits. Mycobacterium tuberculosis non-replicating, growth inhibition; higher % means a stronger effect. inhibition, % at 25 µM, or IC50 in µM where a hit was titrated; in the data active means a potency from the dose series; inconclusive means inhibition mostly from about 82% at the one dose, without a potency; inactive means the rest, 99 in 100 with inhibition below about 76%;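 further: plate controls were DMSO cells for no effect and high antibiotic wells for full effect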
* marks the source's active call; other numbers are inactive results; i = inactive; ? = inconclusive; · = no result given.

SMILES | inhibitors of VEEV | H1N1 NS1A inhibition | M. tuberculosis HTS | Salmonella PhoP GFP | tuberculosis growth
COc1ccc(CCN=C(C)C2=C(O)C(c3ccccc3)OC2=O)cc1OC (centres undefined) | 1.5% | -18.2% | 6.5% | 0.3% | 10.0%
O=C(NC1CCCCC1)C(c1cccs1)N(CCCN1CCOCC1)C(=O)c1ccc(-c2ccccc2)[nH]1 (centres undefined) | 3.9% | 13.1% | 40.2µM* | 0.9% | ·
O=C(CCN1C(=O)S/C(=C\c2ccccc2)C1=O)NC1CCS(=O)(=O)C1 (centres undefined) | 1.5% | -0.3% | 2.6% | 7.2% | -15.1%
CCN(CC)C(=O)c1cc2cc([N+](=O)[O-])ccc2s1 | 0.3% | 3.5% | 6.2% | -1.4% | -17.8%
CCN(C#N)c1nc(NC(C)C)nc(NC(C)C)n1 | 4.1% | 22.2% | 4.1% | -1.0% | 29.2%
O=C(c1ccc(COc2ccccc2Br)o1)N1N=C(C(F)F)CC1(O)C(F)F (centres undefined) | i | 0.9% | 8.2% | -10.2% | 30.9%
CN(C)S(=O)(=O)c1cccc(-c2nnc(SCCNCCO)n2-c2ccc(F)cc2)c1 | 1.0% | -2.2% | -2.0% | 5.1% | 12.9%
CC(C)(C)Nc1cccccc1=O | i | 4.9% | 5.8% | -7.4% | 11.7%
COc1ccc(S(=O)(=O)N2CCC(O)(c3ccc(Cl)cc3)CC2)cc1OC | 1.0% | 1.2% | 3.4% | 4.3% | 10.7%
CCOc1ccccc1NC(=O)NCc1ccccn1 | 2.6% | -0.7% | -8.6% | -6.7% | -14.8%
COc1cc(/C=N/NC(=O)c2cc(-c3cccs3)nc3ccccc23)ccc1O | 9.4% | -5.9% | 0.3% | 7.8% | 10.5%
Cc1cccc(N2CC(C(=O)O)CC2=O)c1 (centres undefined) | 5.3% | -8.7% | 3.6% | 2.3% | -4.5%
O=C(CN1CCCCCCC1)NC(=O)NC1CCCCC1 | i | 13.9% | 0.1% | 4.2% | 19.4%
CC(c1ccccc1)C1C(C#N)=C(N)SC(N)=C1C#N (centres undefined) | 0.7% | -6.2% | -1.9% | 4.5% | 9.5%
COC(=O)NC(NC(=S)Nc1ccccc1OC)C(Cl)(Cl)Cl (centres undefined) | 0.2% | -3.3% | 0.5% | -0.5% | 10.4%
CC1(C)CC(=O)C=C(NCc2ccccc2)C1 | 1.1% | -1.4% | -0.8% | -4.6% | -20.8%
CC1CCN(S(=O)(=O)c2cccc(C(=O)Nc3ccccn3)c2)CC1 | 3.5% | -3.5% | 3.0% | -7.5% | 6.6%
CC1C(=O)O[C@@H]2C[C@@H](C)[C@@H]3CCC(=O)[C@@]3(C)[C@@H](O)[C@H]12 (some centres undefined) | 0.6% | -10.3% | -4.0% | 4.8% | -16.8%
O=C(CSc1nc2ccccc2o1)Nc1ccccc1 | 1.8% | -1.1% | -2.2% | 2.1% | ?
Cc1ccnn1-c1ccc(C(=O)N2CCCN(S(=O)(=O)c3ccc(F)cc3)CC2)cc1 | 9.2% | -11.9% | 3.9% | · | 26.2%
CN(C)c1ccc(C(=O)NCC(c2cccs2)N2CCOCC2)cc1[N+](=O)[O-] (centres undefined) | 1.4% | -0.3% | -13.7% | 5.8% | -4.5%
COC(=O)c1cc(O)cc(OC)c1C(=O)c1c(O)cc(C)cc1O | i | 7.1% | -0.2% | 4.9% | 7.7%
O=S(=O)(NCc1cccnc1)c1cccc2nsnc12 | i | -3.8% | 14.1% | -10.3% | -3.5%
Cc1nn(C)c(Cl)c1C(=O)NCC(=O)NCc1ccccc1 | 0.9% | -5.1% | -10.1% | 11.3% | -5.5%
Cc1cc(C(=O)c2cnc(/N=C/N(C)C)s2)c(F)cc1Cl | 4.9% | -7.8% | 4.9% | 7.8% | 29.9%

Part of the list above, as labelled records.
O=S(=O)(NCc1cccnc1)c1cccc2nsnc12
  inhibitors of VEEV: i
  H1N1 NS1A inhibition: -3.8%
  M. tuberculosis HTS: 14.1%
  Salmonella PhoP GFP: -10.3%
  tuberculosis growth: -3.5%
Cc1nn(C)c(Cl)c1C(=O)NCC(=O)NCc1ccccc1
  inhibitors of VEEV: 0.9%
  H1N1 NS1A inhibition: -5.1%
  M. tuberculosis HTS: -10.1%
  Salmonella PhoP GFP: 11.3%
  tuberculosis growth: -5.5%

Remaining list, next part
SMILES | inhibitors of VEEV | H1N1 NS1A inhibition | M. tuberculosis HTS | Salmonella PhoP GFP | tuberculosis growth
Cc1cc(C(=O)CSc2nnnn2C)c(C)n1C1CC1 | 3.8% | 0.2% | 8.4% | 6.2% | 3.6%
CC(C)Cn1c(=O)c(C(=O)Nc2cnccn2)c(O)c2ccccc21 | 1.1% | -5.1% | 2.2% | -1.7% | ·
COc1ccc(CC(=O)NCC(=O)Nc2ccccc2Br)cc1 | 1.1% | 5.7% | 8.1% | 8.8% | 8.1%
NS(=O)(=O)c1cc(C(=O)OCC(=O)NC2CC2)ccc1Cl | 0.5% | -3.7% | 4.0% | 7.9% | -0.2%
CS/C(=C(/C#N)S(=O)(=O)c1ccc(Cl)cc1)N1CCOCC1 | 0.3% | · | -2.8% | 8.5% | -4.0%
O=C(CCc1nnc(Cc2ccc(-c3ccccc3)cc2)o1)NCCc1cccnc1 | 3.7% | -13.7% | -6.4% | -5.6% | 23.9%
COCC1CCCN(C(=O)c2ccc3oc(Cc4ccc(Cl)cc4)nc3c2)C1 (centres undefined) | 1.8% | -1.1% | 62.2% | -1.9% | 74.4%
CC1/C(=N/O)C(CN(C)C)C2CC1C2(C)C (centres undefined) | i | -52.8% | -2.7% | -12.4% | 0.5%
CC(O)[C@@]1(O)CC[C@H]2[C@@H]3CC[C@H]4C[C@@H](O)CC[C@]4(C)C3=CC[C@@]21C (some centres undefined) | 0.1% | 11.3% | 1.8% | -12.3% | -4.1%
CC(C)(C)OC(=O)NC(Cc1ccccc1)C(=O)N1CCC(C(=O)NCC(=O)Nc2ccc(F)cc2)CC1 (centres undefined) | 2.0% | -5.1% | -5.8% | 0.7% | 17.9%
CC(N=Cc1nc(-c2ccccc2)oc1O)c1ccccc1 (centres undefined) | i | 3.2% | 3.4% | -11.6% | 8.2%
C=CCn1c(C2CC(=O)N(c3ccc(C)cc3)C2)nc2ccccc21 (centres undefined) | 3.2% | 1.8% | 0.8% | 4.0% | 9.7%
O=C(NCCCN1CCCCC1)C1CCC(=O)N1CCc1ccccc1 (centres undefined) | i | -14.5% | 8.3% | -2.7% | -4.3%
CC(C)OC(=O)/C(=C\c1cccnc1)NC(=O)c1ccccc1 | i | -4.5% | 1.6% | 1.8% | -5.2%
Cc1ccc(NC(=O)C(=O)NCc2ccc(/C=C(/C#N)C(=O)NCc3cccnc3)o2)cc1 | 3.6% | 3.6% | -6.7% | 3.8% | -16.5%
CC(Oc1ccccc1Cl)C(=O)/C=C/N(C)C (centres undefined) | 2.3% | 0.7% | -4.5% | 5.5% | 7.0%
O=C(CN1CCCc2ccccc21)N1CCc2ccccc21 | i | · | 5.7% | 10.6% | 17.1%

14 of the compounds above, with values under each structure:
Second line of a record – inhibitors of VEEV	H1N1 NS1A inhibition	M. tuberculosis HTS	Salmonella PhoP GFP	tuberculosis growth
- COc1ccc(CCN=C(C)C2=C(O)C(c3ccccc3)OC2=O)cc1OC (centres undefined)
    1.5%	-18.2%	6.5%	0.3%	10.0%
- O=C(NC1CCCCC1)C(c1cccs1)N(CCCN1CCOCC1)C(=O)c1ccc(-c2ccccc2)[nH]1 (centres undefined)
    3.9%	13.1%	40.2µM*	0.9%	·
- O=C(CCN1C(=O)S/C(=C\c2ccccc2)C1=O)NC1CCS(=O)(=O)C1 (centres undefined)
    1.5%	-0.3%	2.6%	7.2%	-15.1%
- CCN(CC)C(=O)c1cc2cc([N+](=O)[O-])ccc2s1
    0.3%	3.5%	6.2%	-1.4%	-17.8%
- CCN(C#N)c1nc(NC(C)C)nc(NC(C)C)n1
    4.1%	22.2%	4.1%	-1.0%	29.2%
- O=C(c1ccc(COc2ccccc2Br)o1)N1N=C(C(F)F)CC1(O)C(F)F (centres undefined)
    i	0.9%	8.2%	-10.2%	30.9%
- CN(C)S(=O)(=O)c1cccc(-c2nnc(SCCNCCO)n2-c2ccc(F)cc2)c1
    1.0%	-2.2%	-2.0%	5.1%	12.9%
- CC(C)(C)Nc1cccccc1=O
    i	4.9%	5.8%	-7.4%	11.7%
- COc1ccc(S(=O)(=O)N2CCC(O)(c3ccc(Cl)cc3)CC2)cc1OC
    1.0%	1.2%	3.4%	4.3%	10.7%
- CCOc1ccccc1NC(=O)NCc1ccccn1
    2.6%	-0.7%	-8.6%	-6.7%	-14.8%
- COc1cc(/C=N/NC(=O)c2cc(-c3cccs3)nc3ccccc23)ccc1O
    9.4%	-5.9%	0.3%	7.8%	10.5%
- Cc1cccc(N2CC(C(=O)O)CC2=O)c1 (centres undefined)
    5.3%	-8.7%	3.6%	2.3%	-4.5%
- O=C(CN1CCCCCCC1)NC(=O)NC1CCCCC1
    i	13.9%	0.1%	4.2%	19.4%
- CC(c1ccccc1)C1C(C#N)=C(N)SC(N)=C1C#N (centres undefined)
    0.7%	-6.2%	-1.9%	4.5%	9.5%
